TSG101-PTAP inh – qHTS Assay for Iinhibitors of HIV-1 Budding by Blocking the Interaction of PTAP/TSG101 | Fluorescence polarization, FITC-PTAP peptide / Tsg101 binding | Potency, µM (highest dose often 115 µM), inactives show top-dose activity change, negative = inhibition, most hits filed as inhibitors | 340,000 tested, under 10 active | AID 493005, 2010; active = well fitted inhibition curve with a large enough effect in the main read-out, with a control signal flat, not every such curve was filed as active; inconclusive = small, poorly fitted or top-dose-only effect, or effect the other way, or a change in a side signal; inactive = no such curve, though single readings can be large or run the other way; also: potency is read from the fitted curve at half-maximal effect; % of control where 0% means no effect
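Fluorescence anisotropy tracks displacement of a FITC-tagged PTAP peptide (50 nM) from the Tsg101 binding domain (10 uM), following a 20 min room-temperature incubation at pH 7.5.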
Integrin act MD – qHTS for Activators of Integrin-Mediated Alleviation for Muscular Dystrophy | alpha7betagal myoblasts, beta-gal FDG fluorescence, 48 h | Potency, µM (doses to about 38.3 µM), for the others: top-dose activation, usual class: activators | hit rate 0.064% among 350,000;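 also: potency is read from the fitted curve at half-maximal effect; 100% = response of the positive control SU9516; nearly all actives have a fitted effect of over 60% in size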
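Alpha7betagal+/- myoblasts (passage 13) were plated 16-24 hr, then exposed to compounds (1:260 dilution of DMSO stock) for 48 hours at 37C. After MPER lysis, β-galactosidase reporter activity was read as FDG fluorescence (ex 480/em 540) after 30 minutes.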
BRCA1 expr act – qHTS Assay to Identify Small Molecule Activators of BRCA1 Expression. MCF7-BRCA1-FFLuc reporter, luminescence, 48 h; response scale: scaled: vehicle 0%, 10 µM genistein 100%. Potency, µM (doses to about 46.1 µM), for the others: at the top dose activation, hits mostly activators. hit rate 1.1% among 380,000. AID 624202, 2012; also: potency is read from the fitted curve at half-maximal effect; nearly all actives have a fitted effect of over 80% in size; some results filed as inactive show a strong effect at the top dose
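MCF7-BRCA1-FFLuc cells, 2000/well in phenol-red-free MEM, attached 2 h then treated 48 h at 37 C. Luciferase luminescence read 15 min after reagent; normalized to genistein maximum activation (10microM) and DMSO, concentration-response fitted.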
B2AR arrestin – qHTS assay of beta-arrestin-biased ligands of beta2-adrenergic receptor. beta-arrestin recruitment to beta2AR, cell-based reporter. Potency, µM (series often up to 46.1 µM), without a hit: at the highest dose activation, usual class: activators. hit rate 0.02% among 330,000;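 also: potency is read from the fitted curve at half-maximal effect; 0% = DMSO controls and full agonism = EC100 isoproterenol or metaproterenol; nearly all actives have a fitted effect of over 65% in size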
Target sequence (P07550 whole entry, looked up): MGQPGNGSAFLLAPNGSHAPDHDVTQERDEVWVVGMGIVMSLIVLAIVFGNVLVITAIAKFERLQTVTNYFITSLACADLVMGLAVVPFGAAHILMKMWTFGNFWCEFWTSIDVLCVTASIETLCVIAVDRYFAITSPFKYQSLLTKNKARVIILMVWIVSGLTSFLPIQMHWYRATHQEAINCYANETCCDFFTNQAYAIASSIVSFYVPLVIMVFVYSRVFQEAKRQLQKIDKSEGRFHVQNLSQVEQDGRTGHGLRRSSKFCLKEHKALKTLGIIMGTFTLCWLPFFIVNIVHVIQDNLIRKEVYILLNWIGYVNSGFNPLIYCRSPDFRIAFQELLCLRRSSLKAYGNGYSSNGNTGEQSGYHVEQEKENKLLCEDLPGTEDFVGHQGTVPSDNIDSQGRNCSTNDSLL
ELG1 genotoxic – qHTS screen for small molecules that induce genotoxicity in human embryonic kidney (HEK293T) cells expressing luciferase-tagged ELG1; Potency, µM (highest dose often 46 µM), without a hit: at the highest dose activity change, positive = activation, most hits filed as activators; hit rate 1.3% among 330,000; HEK293T ELG1-luciferase reporter, luminescence, 16 h; also: potency is read from the fitted curve at half-maximal effect; % of control where 0% means no effect; nearly all actives have a fitted effect of over 60% in size
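Luminescence read-out: rising ELG1-luciferase signal, reflecting elevated ELG1 protein under genetic stress, flags genotoxic compounds. Cells were treated for 16 hr at 37 °C before ONE-Glo detection.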
Eya2 inh – qHTS Assay for Inhibitors of the Phosphatase Activity of Eya2; Protein phosphatase EYA2 (Homo sapiens), O00167; recombinant Eya2, OMFP fluorescence dephosphorylation (OMFP is methylfluorescein phosphate); Potency, µM (highest dose often 76.9 µM), inactives show top-dose activity, negative = inhibition, hits mostly inhibitors; hit rate 0.006% among 330,000; AID 488837, 2010; also: potency is read from the fitted curve at half-maximal effect; % is scaled to controls: 0 for no effect and ±100 for the full control effect
Target sequence (O00167 whole entry, looked up): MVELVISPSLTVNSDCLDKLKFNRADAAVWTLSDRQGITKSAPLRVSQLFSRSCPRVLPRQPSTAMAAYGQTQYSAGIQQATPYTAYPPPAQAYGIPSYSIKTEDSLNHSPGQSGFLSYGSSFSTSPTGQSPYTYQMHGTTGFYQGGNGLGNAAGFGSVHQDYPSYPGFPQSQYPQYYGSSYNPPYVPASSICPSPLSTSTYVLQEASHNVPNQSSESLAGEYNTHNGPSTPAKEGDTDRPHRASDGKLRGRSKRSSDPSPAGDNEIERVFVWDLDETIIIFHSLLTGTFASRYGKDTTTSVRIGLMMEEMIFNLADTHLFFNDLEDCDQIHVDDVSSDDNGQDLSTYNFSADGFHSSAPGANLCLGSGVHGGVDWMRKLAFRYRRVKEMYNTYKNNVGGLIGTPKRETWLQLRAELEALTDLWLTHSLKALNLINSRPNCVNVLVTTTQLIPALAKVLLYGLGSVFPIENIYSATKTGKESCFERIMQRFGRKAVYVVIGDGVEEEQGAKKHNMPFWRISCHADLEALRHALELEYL
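Eya2 (0.2 uM) preincubated 10 min at ambient with compound, then OMFP substrate added at 50 uM; 10 min reaction in 50 mM HEPES pH 7.5, 50 mM NaCl, 5 uM MgCl2, 0.05% BSA, 1 mM DTT. Fluorescence read at Ex 485/Em 525 nm.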
p53 reactivation – qHTS assay for re-activators of p53 using a Luc reporter. H1299 p53-A138V BP100-luciferase reporter, luminescence, 24 h. Potency, µM (highest dose often 92.2 µM), for the others: at the top dose activity change, positive = activation, most hits filed as activators. hit rate 0.063% among 320,000; also: potency is read from the fitted curve at half-maximal effect; % of control where 0% means no effect; nearly all actives have a fitted effect of over 45% in size
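p53-null H1299 cells stably carrying temperature-sensitive p53-A138V and a BP100-luciferase reporter were pinned with compounds (4-point, 1:5 series) and held 24 hrs at 37 deg C. Luminescence was read 10 min after detection reagent.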
uPA generation – qHTS for Inhibitors of Cell Surface uPA Generation | AID 540303, 2011 | hit rate 0.31% among 330,000 | Potency, µM (highest dose often 38.3 µM), for the others: at the top dose activity change, negative = inhibition, most hits filed as inhibitors | cell surface uPA generation assay, qHTS; active = well fitted inhibition curve with a large enough effect; inconclusive = small, poorly fitted or top-dose-only effect; inactive = no such curve, though single readings can be large or run the other way; tested in mouse RAW 264.7 cells; also: potency is read from the fitted curve at half-maximal effect; % is scaled to controls: 0 for no effect and ±100 for the full control effect; nearly all actives have a fitted effect of over 55% in size
USP2a block – qHTS Assay for Inhibitors of Ubiquitin-specific Protease USP2a Using CHOP2 as the Reporter. Ubiquitin carboxyl-terminal hydrolase 2 (Homo sapiens), O75604. USP2 core, Ub-CHOP2 coupled fluorogenic reporter, 485/531. Potency, µM (series often up to 38.3 µM), inactives show at the highest dose activity change, negative = inhibition, hits mostly inhibitors. hit rate 0.01% among 330,000. AID 463254, 2010;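 also: potency is read from the fitted curve at half-maximal effect; plate controls were DMSO wells for no effect and full inhibition by NEM control for full effect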
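USP2 core (10nM final) preincubated 30min RT with compound in 20mM Tris-HCl pH 8.0, 2mM CaCl2, 2mM beta-mercaptoethanol, 0.05% CHAPS; 25nM Ub-CHOP2 plus 25nM reporter substrate added, fluorescence (Ex485/Em531) read after 60min.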
S-ASM inh – Inhibitors of Secretory Acid Sphingomyelinase (S-ASM): qHTS; hit rate 0.006% among 340,000; placental ASM, HMU-PC fluorogenic substrate, 60 min; Sphingomyelin phosphodiesterase (Homo sapiens), P17405; Potency, µM (top dose mostly 57.5 µM), without a hit: top-dose activity change, negative = inhibition, hits mostly inhibitors; also: potency is read from the fitted curve at half-maximal effect
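qHTS format. ASM enzyme prepared from human placenta hydrolyses the fluorogenic substrate HMU-PC0 (9 uM final) over 60 min at 37 °C after a 10 min compound preincubation.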
TRPV1 agonist – HTS Assay for Compounds that Act as Agonists of the Vanilloid Receptor 1; Transient receptor potential cation channel subfamily V member 1 (Homo sapiens), Q8NER1; TRPV1-expressing cells, Fluo-8 calcium influx, agonist mode; activation, % at 8.33 µM; hit rate 0.19% among 320,000; in the data active = activation above about 80%; inconclusive = between about 30% and that limit; also: 0% is about no effect
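TRPV1-expressing cells were cultured overnight at 35.5C and loaded with Fluo-8 calcium dye for 40 to 90 min at room temperature. After a 10 s baseline, compound was added and calcium influx was read kinetically for 3 min (ex 480/em 520 nm).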
Active calls of the source: *; ? = inconclusive; . = not tested or not shown; & = joins results of further samples; [ ] = another dose, or the depositor's remark. Unless noted, calls follow the shape of the dose curve; as a rule, active = well fitted curve in the direction sought with a large enough effect; inconclusive = small, poorly fitted or top-dose-only effect, or another doubt; inactive = no such curve, though single readings can be large; an effect the other way counts as inactive or inconclusive. This is a subset; the hit share may differ from the screen's.

SMILES | TSG101-PTAP inh | Integrin act MD | BRCA1 expr act | B2AR arrestin | ELG1 genotoxic | Eya2 inh | p53 reactivation | uPA generation | USP2a block | S-ASM inh | TRPV1 agonist
COc1cc2oc(=O)c(CC(=O)N3C[C@H]4C[C@@H](C3)c3cccc(=O)n3C4)c(C)c2cc1Cl | 0% | -8% | 2% | . | . | . | . | 9% | . | 78%[activator] | .
CC(Cc1ccccc1)N(C)CC1C(=O)C2CCC1C2 (stereo unspecified) | -1% | -34% | -21% | . | . | . | . | 1% | . | 6% | .
CC1CN(c2ccccn2)C(C)CN1C(=O)C(O)(c1ccccc1)c1ccccc1 (stereo unspecified) | -5% | 18% | -44% | . | . | . | . | 3% | . | 2% | .
CC(c1ccccc1F)n1cc(C(=O)Nc2ccc3nc[nH]c3c2)nn1 (stereo unspecified) | -2% | -9% | 6% | -0.2% | 3% | 9% | 6% | 1% | -5% | 3% | 11
Fc1ccc(N2CCN(Cc3ccc4c(c3)OCO4)CC2)cc1 | . | -11% | 0% | 0.1% | -1% | 4%[15.4 µM] | 2% | 1% | 1% | -1% | 11
O=C(NC(C(Cl)Cl)N1CCOCC1)c1ccccc1 (stereo unspecified) | -7% | 13% | -7% | -0.5% | -6% | -8% | ? | -2% | 0% | 4% | -1
O=[N+]([O-])c1ccc(N2CCCCC2)c2ncccc12 | -1% | 14% | -32% | -0.6% | 1% | -4% | 13% | 0% | -1% | -13% | 3
CN(C)c1ccc(/C=C/C=C/c2sc3ccccc3[n+]2C)cc1 | -1% | -64%[inhibitor] | -55% | 0.3% | -10% | 6% | 14% | -14% | 0% | -1% | 1
COC(=O)C1=C(c2cc3ccccc3s2)C[C@@H]2CC[C@H]1N2C(=O)NCCO | -3% | 28% | 2% | . | . | . | . | -5% | . | -4% | .
CC(C)C[C@@H](C(=O)NC1CCN(Cc2ccccc2)CC1)N1C(=O)N2CCc3c([nH]c4ccccc34)[C@@]2(C)C1=O | 3% | -51%[inhibitor] | -69% | -0.6% | -2% | -13% | . | ? | -1% | -2% | 3
CCNc1cc(N2CCNCC2)ccc1[N+](=O)[O-] | . | . | . | -0.9% | 11% | -4% | 5% | . | 1% | . | -1
O=C1C(Cc2cnc[nH]2)NC(=S)N1c1ccccc1 (stereo unspecified) | 0% | 23% | 20% | -0.5% | 3% | 5% | 3% | -4% | 0% | 3% | 0
COc1cc(C(=O)N2C[C@H]3C[C@@H](C2)c2cccc(=O)n2C3)cc(OC)c1OC | 2% | 1% | -6% | -0.8% | 5% | -29% | . | 1% | 1% | -5% | 1
C[C@H]1[C@@H](c2ccccc2)O[C@@H](c2ccccc2Br)N1C | -3% | -9% | 7% | -0.6% | 3% | -5% | -6% | -7% | 2% | 0% | -1
O=Cc1c(C(=O)O)n(Cc2ccc(F)cc2Cl)c2ccccc12 | -14% | 18% | -4% | -0.2% | -2% | -1% | 0% | 0% | 0% | 15% | 2

Quoted at random: six records from the list
SMILES | TSG101-PTAP inh | Integrin act MD | BRCA1 expr act | B2AR arrestin | ELG1 genotoxic | Eya2 inh | p53 reactivation | uPA generation | USP2a block | S-ASM inh | TRPV1 agonist
O=C(NC(C(Cl)Cl)N1CCOCC1)c1ccccc1 (stereo unspecified) | -7% | 13% | -7% | -0.5% | -6% | -8% | ? | -2% | 0% | 4% | -1
CC(c1ccccc1F)n1cc(C(=O)Nc2ccc3nc[nH]c3c2)nn1 (stereo unspecified) | -2% | -9% | 6% | -0.2% | 3% | 9% | 6% | 1% | -5% | 3% | 11
C[C@H]1[C@@H](c2ccccc2)O[C@@H](c2ccccc2Br)N1C | -3% | -9% | 7% | -0.6% | 3% | -5% | -6% | -7% | 2% | 0% | -1
CC(C)C[C@@H](C(=O)NC1CCN(Cc2ccccc2)CC1)N1C(=O)N2CCc3c([nH]c4ccccc34)[C@@]2(C)C1=O | 3% | -51%[inhibitor] | -69% | -0.6% | -2% | -13% | . | ? | -1% | -2% | 3
CC(Cc1ccccc1)N(C)CC1C(=O)C2CCC1C2 (stereo unspecified) | -1% | -34% | -21% | . | . | . | . | 1% | . | 6% | .
COC(=O)C1=C(c2cc3ccccc3s2)C[C@@H]2CC[C@H]1N2C(=O)NCCO | -3% | 28% | 2% | . | . | . | . | -5% | . | -4% | .

(listing goes on)
SMILES | TSG101-PTAP inh | Integrin act MD | BRCA1 expr act | B2AR arrestin | ELG1 genotoxic | Eya2 inh | p53 reactivation | uPA generation | USP2a block | S-ASM inh | TRPV1 agonist
O=c1[nH]c(=S)n(CCC2=CCCCC2)c(O)c1/C=N/Nc1ccccc1 | 7% | 0% | -2% | -0.5% | 1% | 4% | 0% | -8% | 6% | -10% | 2
c1ccc2c(CNC3CCCCC3)c[nH]c2c1 | -7% | -21% | -35% | 0.3% | -4% | -6% | 3% | . | -2% | 0% | -5
Cc1ccc(NS(=O)(=O)c2ccc(Cl)c(N=Nc3c(O)[nH]c(=O)[nH]c3=O)c2)cc1Cl | 1% | -5% | -25% | -0.3% | -1% | 2% | -3% | -8% | 2% | ? | .
Cc1cc(C=O)c(C)n1CC1CCCO1 (stereo unspecified) | -3% | -15% | 43% | 0.0% | 1% | -6% | -7% | 4% | 3% | -2% | 1
O=C1NC(=O)C(C2CCCCCC2)C(=O)N1 | -3% | ? | -7% | . | . | . | . | 6% | . | -2% | .
COC(=NC1CCCCC1)C(O)c1c[nH]c2ccccc12 (stereo unspecified) | -4% | 5% | 6% | -1.1% | -3% | 1% | 0% | -1% | 2% | -1% | -11
CC1CCC(NC(=O)CNC(=S)N2CC3CC(C2)c2cccc(=O)n2C3)CC1 (stereo unspecified) | -1% | 35% | -2% | 0.0% | 4%[9.26 µM] | 11% | 11% | -5% | -13% | 1% | 0
O=C(c1ccc(F)c([N+](=O)[O-])c1)N1CC2CC(C1)c1cccc(=O)n1C2 (stereo unspecified) | -2% | 0% | -45% | -0.2% | -1% | -6% | 10% | 38%[activator] | 2% | 4% | 0
O=C(CCC(=O)N1CC2C[C@@H](C1)Cn1c2cccc1=O)NCCc1ccccc1 | 0% | 4% | 0% | -0.5% | 3% | 10% | . | 7% | -1% | -2% | 1
CN1C2CCC1CC(OC(=O)c1cc(Cl)cc(Cl)c1)C2 (stereo unspecified) | -4% | -56%[inhibitor] | -14% | -0.1% | -1% | 2%&17% | -2% | -6% | 6% | 0% | 12
O=C(O)c1ccc(-n2c(O)c(/C=C3\C=Nc4ccccc43)c(=O)[nH]c2=O)cc1 | -3% | -4% | -13% | 0.6% | 0% | 4% | 2% | 3% | 7% | -8% | 3
COC(=O)C1=C(c2ccc3ccccc3c2)C[C@@H]2CC[C@H]1N2C(=O)NC1CCCCC1 | 0% | -20% | -13% | 0.0% | -3% | -19% | -2% | ? | 3% | -2% | 13
c1cc2c(cc1CN1CCNCC1)OCO2 | -2% | ? | 14% | 0.6% | -2% | -10% | 2% | -1% | 6% | 1% | 3
CCc1c(C)nc(N)nc1N1N=C1SCC#N | -6% | -3% | 3% | 0.3% | 3% | -3% | 3% | . | 2% | -1% | 1
O=C1NC(=O)C(=Cc2cn(CCOc3ccc4c(c3)OCO4)c3ccccc23)C(=O)N1 | ? | -24% | -32% | 0.3% | ? | -34% | -1% | 2% | 1% | -9% | 0
CC(=O)c1c(C)n(CCCOC(C)C)c2ccc(O)cc12 | 1% | -8% | -8% | 0.5% | -3% | -16% | -2% | 0% | 1% | 2% | 0
C=CCC1(CN2CCCC2=O)C(=O)NC(=O)NC1=O | -3% | 1% | 27% | -0.5% | -4% | 6% | 2% | -6% | 1% | -1% | -1
CC1CN=C(Nc2cccc3ccccc23)S1 (stereo unspecified) | 0% | -5% | 53% | 0.2% | 7% | -9% | 0% | 0% | 1% | -1% | 8
COCCNC(=O)CN1C(=O)CN=C(c2ccccc2)c2ccccc21 | -1% | -9% | -23% | -0.1% | 0% | -10% | -3% | 1% | 0% | 1% | -1
